High-throughput results (PubChem)
NTMT1 inhibitor = Primary qHTS for Inhibitors of N-terminal methyltransferase 1 (NTMT1): MTaseGlo Assay. N-terminal Xaa-Pro-Lys N-methyltransferase 1 (Homo sapiens), Q9BV86. NTMT1 MTase-Glo SAH luminescence, purified enzyme. Potency, µM (highest dose often 114 µM), for the others: at the top dose activity change, negative = inhibition, most hits filed as inhibitors. 59,000 compounds, 2.5% hits;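 also: potency is read from the fitted curve at half-maximal effect; plate controls were DMSO vehicle for no effect and no enzyme for full effect; nearly all actives have a fitted effect of over 65% in size; many of its hits are not listed in these tables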
Target sequence (Q9BV86 whole entry, looked up): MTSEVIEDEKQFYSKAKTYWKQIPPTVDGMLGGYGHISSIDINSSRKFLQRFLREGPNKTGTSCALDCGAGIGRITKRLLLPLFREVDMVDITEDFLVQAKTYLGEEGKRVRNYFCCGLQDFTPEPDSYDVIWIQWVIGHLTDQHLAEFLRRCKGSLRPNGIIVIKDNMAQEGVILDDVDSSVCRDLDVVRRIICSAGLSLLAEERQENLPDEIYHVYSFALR
B2AR arrestin ag = qHTS assay of beta-arrestin-biased ligands of beta2-adrenergic receptor: NCGC Sytravon Library Screen | Potency, µM (doses to about 46.1 µM), without a hit: top-dose activation, hits mostly activators | Beta-2 adrenergic receptor (Homo sapiens), P07550 | 44,000 tested, under 10 active | HTLA Tango cells, beta-arrestin recruitment, luciferase luminescence, 18 h | AID 1347077, 2019;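 also: potency is read from the fitted curve at half-maximal effect; 0% = DMSO and full agonism = EC100 isoproterenol or metaproterenol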
Target sequence (P07550 whole entry, looked up): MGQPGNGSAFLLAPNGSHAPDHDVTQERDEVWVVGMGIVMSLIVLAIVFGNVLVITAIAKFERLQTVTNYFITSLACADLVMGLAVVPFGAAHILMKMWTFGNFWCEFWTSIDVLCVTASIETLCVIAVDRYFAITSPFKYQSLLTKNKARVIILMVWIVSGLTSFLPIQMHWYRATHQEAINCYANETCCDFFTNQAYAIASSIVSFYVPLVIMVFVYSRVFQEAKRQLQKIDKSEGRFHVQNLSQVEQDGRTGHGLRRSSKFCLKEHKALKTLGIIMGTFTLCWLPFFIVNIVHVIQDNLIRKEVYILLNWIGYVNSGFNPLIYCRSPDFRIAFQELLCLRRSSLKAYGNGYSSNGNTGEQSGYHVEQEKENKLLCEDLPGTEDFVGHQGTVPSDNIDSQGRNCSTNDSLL
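Luminescence read-out: arrestin recruitment to recombinant beta2-AR releases tTA, inducing luciferase. Cells exposed 18 hr at 37 degrees C to up to 46 microM compound; %Activity from corrected signal, concentration-response curves classified by r2, magnitude and efficacy.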
TSG101-PTAP inh = qHTS Validation Assay for Inhibitors of HIV-1 Budding by Blocking the Interaction of PTAP/TSG101: Sytravon Library Screen; Fluorescence polarization, FITC-PTAP peptide/Tsg101, 20 min; 44,000 tested, under 10 active; Tumor susceptibility gene 101 protein (Homo sapiens), Q99816; Potency, µM (titrated, usually from 115 µM), for the others: at the highest dose activity change, negative = inhibition, hits mostly inhibitors; also: potency is read from the fitted curve at half-maximal effect; 0% is about no effect
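The Tsg101 binding domain, at 10 uM final, is mixed with compound and a FITC peptide bearing the PTAP motif (50 nM final). After 20 min at r.t., polarization is measured; actives defined by CRC class, efficacy cut-off 60% inhibition.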
p53null 32C kill = qHTS Screen for Compounds that Selectively Target Cancer Cells with p53 Mutations: Cytotoxicity of p53 Null Cells at the Permissive Temperature; H1299-neo p53 null cells, ATP luminescence, 24 h, 32C; AID 903, 2007; Potency, µM (top dose mostly 46.1 µM), for the others: at the highest dose activity change, negative = cytotoxicity, hits mostly cytotoxic; 55,000 compounds, 0.62% hits;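 also: potency is read from the fitted curve at half-maximal effect; 0% = DMSO only and -100% = full killing by 100 µM tamoxifen; nearly all actives have a fitted effect of over 55% in size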
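AC50 values derive from Hill modelling of qHTS concentration-response data (up to 46 uM) in H1299-neo cells. Cells were treated 24 h at 32C following overnight attachment at 37C; viability was read as cellular ATP.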
GALK inh = qHTS Assay for Inhibitors of Human Galactokinase (GALK): NCGC Sytravon Library Screen; 44,000 tested, under 10 active; Potency, µM (doses to about 57.5 µM), for inactives: at the highest dose activity, negative = inhibition, hits mostly inhibitors; P51570; AID 1347072, 2019; recombinant GALK, Kinase-Glo ATP luminescence, 1 h;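 also: plate controls were full GALK reaction for no effect and reaction lacking GALK for full effect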
Target sequence (P51570 whole entry, looked up): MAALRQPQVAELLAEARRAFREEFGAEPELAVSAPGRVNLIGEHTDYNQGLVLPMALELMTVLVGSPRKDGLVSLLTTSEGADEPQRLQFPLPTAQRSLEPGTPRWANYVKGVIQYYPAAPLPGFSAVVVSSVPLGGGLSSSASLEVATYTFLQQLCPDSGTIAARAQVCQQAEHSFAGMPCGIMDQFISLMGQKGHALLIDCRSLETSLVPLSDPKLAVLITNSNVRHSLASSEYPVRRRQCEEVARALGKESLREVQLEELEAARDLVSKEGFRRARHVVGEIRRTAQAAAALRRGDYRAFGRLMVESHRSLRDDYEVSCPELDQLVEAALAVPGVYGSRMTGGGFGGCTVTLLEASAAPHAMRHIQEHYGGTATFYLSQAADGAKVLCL
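Compounds were pinned into ATP buffer, then GALK-galactose mix was added (final 5 nM enzyme, 35 uM ATP, 100 uM galactose, pH 8.0). After 1 h at room temperature, Kinase-Glo Plus was added and luminescence read.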
FH mod = Identification of activators of human fumarate hydratase by quantitative high-throughput screening. Fumarate hydratase, mitochondrial (Homo sapiens), P07954. FH coupled MDH/diaphorase resazurin fluorescence, 15 min. Potency, µM (titrated, usually from 79.9 µM), for the others: at the top dose activity change, negative = inhibition, actives largely listed as inhibitors. 54,000 compounds, 0.22% hits; also: potency is read from the fitted curve at half-maximal effect; % is scaled to controls: 0 for no effect and ±100 for the full control effect; the screen sought activators but most active calls are inhibition curves; nearly all actives have a fitted effect of over 45% in size
p53null 39C tox = qHTS Screen for Compounds that Selectively Target Cancer Cells with p53 Mutations: Cytotoxicity of p53 Null Cells at the Nonpermissive Temperature | Potency, µM (titrated, usually from 46.1 µM), for inactives: at the highest dose activity, negative = cell killing, hits mostly cytotoxic | H1299 p53-null (neo) cells, 39C, ATPlite viability, 24 h | 55,000 compounds, 0.97% hits;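 also: potency is read from the fitted curve at half-maximal effect; 0% = DMSO only and -100% = full killing by 100 µM tamoxifen; nearly all actives have a fitted effect of over 50% in size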
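Following overnight plating at 37C (600 cells/well), H1299-neo or H1299-p53A138V cells are dosed up to 46 uM. Incubation lasts 24 hr at 39C before ATP detection.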
Numbers without * were called inactive; ? = inconclusive; . = no result given; [ ] = another dose, or the depositor's remark. Calls follow the shape of the dose curve; as a rule, active = well fitted curve in the direction sought with a large enough effect; inconclusive = small, poorly fitted or top-dose-only effect, or another doubt; inactive = no such curve, though single readings can be large; an effect the other way counts as inactive or inconclusive. This is a subset (hit frequency here may not be typical).

[1] CCOc1ccc(NC(=O)C2(c3cccs3)CCOCC2)cc1
[2] CC(C)c1ccc2oc(-c3ccc(NC(=O)c4cccc(Br)c4)cc3)nc2c1
[3] CCOC(=O)c1ccc(NC(=O)c2cnn3c(=O)c4c(n(CC)c23)CCN(Cc2ccc(OC)cc2)C4)cc1
[4] COc1ccc(C(=O)CSc2c(C(C)C)cnc3c2c(=O)n(C)c(=O)n3C)cc1
[5] COc1cc2cc(CNc3ccccc3)c(=O)n(CC(=O)Nc3ccc(C)c(Cl)c3)c2cc1OC
[6] CC(=O)Nc1ccc(S(=O)(=O)NC2(C(F)(F)F)NC(=O)N(c3ccc(Cl)cc3)C2=O)cc1 (stereo unspecified)

Screen / compound no.	1	2	3	4	5	6
NTMT1 inhibitor	8%	0%	-4%	-22%	-7%	-4%
B2AR arrestin ag	-3%	0%	-1%	-1%	-1%	0%
TSG101-PTAP inh	-14%	-2%	-1%	-1%	2%	-3%
p53null 32C kill	-4%	-11%	-8%	-7%	5%	.
GALK inh	-6%	0%	2%	1%	-3%	0%
FH mod	-1%	5%	-19%	-10%	-13%	-5%
p53null 39C tox	1%	5%	7%	2%	5%	.

[7] Cc1ccc(Cl)cc1NC(c1ccc(F)cc1)c1nnc(-c2ccccc2)o1 (stereo unspecified)
[8] COc1ccc(NC(=O)C(NS(=O)(=O)c2cccc3nsnc23)c2ccccc2)cc1 (stereo unspecified)
[9] COc1ccc(-c2cn3c(n2)sc2cc(C(=O)NCCCN4CCN(C)CC4)ccc23)cc1
[10] Cc1ccc(C(C)C)c(OCC(=O)NCC2(N3CCOCC3)CCCCC2)c1
[11] CCOc1ccc(CNC(=O)c2cc3c(=O)n(C)c4ccccc4c3s2)cc1
[12] COc1ccc(OC)c(-c2nc3c(C#N)c[nH]n3c2NC2CCCCC2)c1

Screen / compound no.	7	8	9	10	11	12
NTMT1 inhibitor	-2%	2%	?	10%	1%	-7%
B2AR arrestin ag	0%	-2%	0%	-4%	0%	-2%
TSG101-PTAP inh	-2%	-7%	4%	0%	-2%	-5%
p53null 32C kill	-3%	13%	-1%	5%	-7%	-4%
GALK inh	0%	9%	0%	0%	1%	1%
FH mod	-13%	-9%	-2%	-20%	14%	-19%
p53null 39C tox	44%[activator]	13%	-1%	3%	-28%	7%

[13] COc1ccc(-c2ccc(=O)n(CC(=O)Nc3ccc(C)cc3C)n2)cc1
[14] Cc1ccc(CCNC(=O)CCCn2c(=O)c3cccn3c3ccc(F)cc32)cc1
[15] Cc1cc(=O)n2nc(N3CCC(C(=O)Nc4ccc(Br)c(C)c4)CC3)sc2n1
[16] COc1ccc(OC)c(CCNC(=O)c2cc3c(s2)-c2c(C)cccc2OC3)c1
[17] Cc1ccc(NC(=O)CCc2c(C)nn(-c3ccc(N4CCCCC4)nn3)c2C)cc1F
[18] Cc1cccc(-c2noc(-c3cccnc3NCc3ccco3)n2)c1

Screen / compound no.	13	14	15	16	17	18
NTMT1 inhibitor	0%	6%	0%	6%	.	8%
B2AR arrestin ag	8%	3%	-3%	0%	2%	0%
TSG101-PTAP inh	-4%	-3%	-8%	0%	2%	-4%
p53null 32C kill	-12%	-6%	9%	?	?	-3%
GALK inh	3%	-2%	1%	5%	1%	0%
FH mod	-2%	-8%	-12%	-29%	.	-19%
p53null 39C tox	11%	-13%	-6%	-6%	7.9µM*	-8%

[19] CCCCNS(=O)(=O)c1ccc2nc(-c3cccnc3)cc(C(=O)NC(C)C)c2c1
[20] COc1ccc(-c2nc(C(=O)Nc3cccc(C(C)=O)c3)nn2-c2ccc(Cl)cc2)cc1
[21] Cc1ccc(-c2noc(-c3ccc(NCc4ccco4)c([N+](=O)[O-])c3)n2)cc1
[22] COc1ccc(Cn2c(C(=O)O)c(CNCCc3cc(OC)ccc3OC)c3ccc(C)cc32)cc1
[23] O=C(Cc1ccc(Cl)cc1)Nc1ccc2oc(-c3ccccc3F)nc2c1
[24] CCCCNC(=O)c1cnn2c(C)c(Cc3c(C)cc(C)cc3C)c(C)nc12

Screen / compound no.	19	20	21	22	23	24
NTMT1 inhibitor	-2%	3%	16%	-1%	?	0%
B2AR arrestin ag	-1%	-2%	-2%	-1%	0%	-2%
TSG101-PTAP inh	1%	0%	-2%	-7%	1%	-6%
p53null 32C kill	-16%	5%	-10%	-1%	-17%	?
GALK inh	4%	3%	2%	?	-4%	0%
FH mod	5%	-24%	-13%	-37%	5%	-21%
p53null 39C tox	15%	9%	-8%	-1%	?	22%

A stretch from the list above:
[19] CCCCNS(=O)(=O)c1ccc2nc(-c3cccnc3)cc(C(=O)NC(C)C)c2c1
[20] COc1ccc(-c2nc(C(=O)Nc3cccc(C(C)=O)c3)nn2-c2ccc(Cl)cc2)cc1
[21] Cc1ccc(-c2noc(-c3ccc(NCc4ccco4)c([N+](=O)[O-])c3)n2)cc1

Screen / compound no.	19	20	21
NTMT1 inhibitor	-2%	3%	16%
B2AR arrestin ag	-1%	-2%	-2%
TSG101-PTAP inh	1%	0%	-2%
p53null 32C kill	-16%	5%	-10%
GALK inh	4%	3%	2%
FH mod	5%	-24%	-13%
p53null 39C tox	15%	9%	-8%

The list continues:
[25] CCc1cccc(NC(=O)CCc2nc3cccnc3n2-c2ccccc2)c1
[26] CCOc1cccc(C(=O)Nc2ccc(-c3nc4cc(C)cc(C)c4o3)cc2)c1
[27] COc1ccc2cc3cc(C(=O)N4CCN(c5cccc(C(F)(F)F)c5)CC4)sc3nc2c1
[28] O=C(NC1CCCC1)c1ccc2c(=O)n(Cc3ccccc3)c(SCc3ccccc3F)nc2c1
[29] COc1ccccc1CNc1nc(-c2ccco2)nn1S(C)(=O)=O
[30] CC(CNC(=O)c1ccc2c(c1)nc1n2CCOC1)c1ccccc1 (stereo unspecified)

Screen / compound no.	25	26	27	28	29	30
NTMT1 inhibitor	-2%	.	6%	6%	16%	3%
B2AR arrestin ag	0%	1%	0%	0%	-4%	1%
TSG101-PTAP inh	2%	-6%	-17%	-2%	-10%	-2%
p53null 32C kill	0%	-18%	-2%	7%	-6%	-10%
GALK inh	7%	1%	1%	2%	5%	1%
FH mod	24%	.	5%	3%	4%	-4%
p53null 39C tox	7%	6%	-6%	3%	-24%	?

[31] COc1ccc(-n2cc(-c3ccccc3)c3c(NCCc4ccc(OC)c(OC)c4)ncnc32)cc1
[32] COc1cccc2c1cc1c(=O)n(CC(=O)NC3CC3)nc(C)n12
[33] Cc1ccc(-n2nc3c(=O)n(CC(=O)NCCC(C)C)nc(C)c3c2C)cc1
[34] CCOc1ccc(NCc2cccn2-c2nnc(N3CCC(C(=O)NCCc4ccc(OC)c(OC)c4)CC3)s2)cc1
[35] CCOc1ccc(C(=O)Nc2ccc3oc(-c4ccncc4)nc3c2)cc1
[36] COc1cccc(C(c2c(O)cc(C)n(Cc3ccco3)c2=O)N2CCN(c3ccccc3)CC2)c1 (stereo unspecified)

Screen / compound no.	31	32	33	34	35	36
NTMT1 inhibitor	-2%	?	14%	15%	?	-11%
B2AR arrestin ag	0%	0%	1%	0%	0%	-1%
TSG101-PTAP inh	-2%	1%	-6%	-1%	-1%	2%
p53null 32C kill	14%	-4%	6%	2%	2%	-1%
GALK inh	-1%	-3%	2%	1%	2%	0%
FH mod	?	0%	8%	-16%	-5%	-11%
p53null 39C tox	14%	13%	1%	-2%	-18%	4%

[37] CCC1CCCCN1C(=O)c1sc(-n2nc(C)c(Cc3ccccc3)c2C)nc1C (stereo unspecified)
[38] N#Cc1c[nH]n2c(NC3CCCC3)c(-c3cccc(Cl)c3)nc12
[39] Cc1ncc(CO)c2c1Oc1nc(-c3ccc(Cl)cc3)nc(SCC(=O)N3CCCCC3)c1C2
[40] CCc1ccc(NC(=O)CC2C(=O)N(c3ccc(Cl)cc3)C(=O)N2Cc2ccco2)cc1 (stereo unspecified)
[41] Cc1cccc(NC(=O)CSc2ccc(-c3sc(-c4ccccc4)nc3C)nn2)c1C
[42] O=C(Nc1ccc(OCc2cc(=O)n3ccsc3n2)cc1)c1ccc(F)cc1

Screen / compound no.	37	38	39	40	41	42
NTMT1 inhibitor	20%	26%	0%	.	-2%	8%
B2AR arrestin ag	-4%	-2%	-1%	0%	-1%	1%
TSG101-PTAP inh	2%	0%	-8%	2%	-9%	-5%
p53null 32C kill	-4%	5%	-1%	-10%	-5%	-5%
GALK inh	-9%	-14%	2%	0%	0%	-1%
FH mod	-7%	-20%	-16%	.	-11%	1%
p53null 39C tox	-10%	4%	-23%	-20%	-15%	0%

Part of the list above, with values under each structure.
The line under a structure holds: NTMT1 inhibitor	B2AR arrestin ag	TSG101-PTAP inh	p53null 32C kill	GALK inh	FH mod	p53null 39C tox
40) CCc1ccc(NC(=O)CC2C(=O)N(c3ccc(Cl)cc3)C(=O)N2Cc2ccco2)cc1 (stereo unspecified)
→ .	0%	2%	-10%	0%	.	-20%
42) O=C(Nc1ccc(OCc2cc(=O)n3ccsc3n2)cc1)c1ccc(F)cc1
→ 8%	1%	-5%	-5%	-1%	1%	0%
37) CCC1CCCCN1C(=O)c1sc(-n2nc(C)c(Cc3ccccc3)c2C)nc1C (stereo unspecified)
→ 20%	-4%	2%	-4%	-9%	-7%	-10%
41) Cc1cccc(NC(=O)CSc2ccc(-c3sc(-c4ccccc4)nc3C)nn2)c1C
→ -2%	-1%	-9%	-5%	0%	-11%	-15%

Later entries
[43] COc1cc(S(=O)(=O)NCCc2c(C)[nH]c3ccccc23)c(C)cc1C
[44] CC1CCCCN1C(=O)CSc1c2c(nc3cc(Cl)ccc13)CCCC2 (stereo unspecified)
[45] O=S(=O)(c1ccccc1)c1nc(-c2ccc(F)cc2)oc1N1CCCCCC1
[46] CCC(Sc1nc(-c2ccc(F)cc2)nc2c1Cc1c(CO)cnc(C)c1O2)C(=O)Nc1ccc(F)cc1 (stereo unspecified)
[47] CCc1ccccc1N1C(=O)N(Cc2ccccc2C)c2ccccc2S1(=O)=O

Screen / compound no.	43	44	45	46	47
NTMT1 inhibitor	0%	?	22%	-9%	3%
B2AR arrestin ag	1%	0%	0%	-1%	-1%
TSG101-PTAP inh	-3%	-10%	1%	1%	0%
p53null 32C kill	-4%	-10%	17%	2%	1%
GALK inh	5%	-3%	2%	0%	-1%
FH mod	-21%	?	-16%	3%	-5%
p53null 39C tox	-13%	64%	20%	-14%	-2%
